Compound activity as filed in PubChem BioAssay.
NFkB SMM: binders of human NF-kappa-B p105 | AID 624139 | Small molecule microarray, anti-His fluorescence binding | actives 1.3% (n = 17,000) | P19838 | calls only;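 active means spot fluorescence over background significantly raised, with a chance value under 7% in all four replicate spots of the compound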;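 further: probe protein is his-tagged human p50 processed subunit at 1 µg/ml; raw spot fluorescence signals with no normalization applied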
Target sequence (P19838 1-433 limits assumed): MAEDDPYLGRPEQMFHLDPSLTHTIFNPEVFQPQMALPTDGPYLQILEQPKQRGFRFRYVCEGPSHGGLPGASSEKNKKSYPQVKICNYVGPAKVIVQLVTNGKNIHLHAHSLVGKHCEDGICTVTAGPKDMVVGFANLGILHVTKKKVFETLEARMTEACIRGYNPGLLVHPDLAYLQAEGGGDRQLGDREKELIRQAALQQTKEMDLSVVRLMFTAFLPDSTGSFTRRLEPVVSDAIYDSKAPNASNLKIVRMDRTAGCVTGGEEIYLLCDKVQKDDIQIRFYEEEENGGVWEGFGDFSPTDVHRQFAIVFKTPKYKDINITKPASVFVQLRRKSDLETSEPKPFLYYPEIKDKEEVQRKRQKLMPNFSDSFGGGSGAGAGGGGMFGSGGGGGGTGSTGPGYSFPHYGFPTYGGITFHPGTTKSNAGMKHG
Calls only; i = inactive. Not all compounds are listed (hit frequency here may not be typical).

SMILES	NFkB SMM
CC(=O)Nc1nc(-c2ccccc2)nc(-c2ccccc2OC(C)=O)n1	i
COc1ccc(S(=O)(=O)NCc2ccco2)cc1OC	i
C[C@H]1CN([C@@H](C)CO)C(=O)c2cccc(NC(=O)Nc3cccc4ccccc34)c2O[C@@H]1CN(C)S(=O)(=O)c1ccc(Cl)cc1	i
COC(=O)c1ccccc1NC(=O)NCc1ccc(C(=O)O)cc1	i
[N-]=[N+]=NCc1ccccc1C[C@]1(C(=O)NCC(O)CO)COC(c2ccc(OCCCO)cc2)=N1 (some centres not stated)	i
C[C@H](CO)N1C[C@H](C)[C@H](CN(C)Cc2ccncc2)Oc2ncc(C#CCC3CCCC3)cc2C1=O	i
Cc1noc(C)c1S(=O)(=O)N(C)C[C@@H]1Oc2ccc(NC(=O)Nc3ccc(C(F)(F)F)cc3)cc2CC(=O)N([C@H](C)CO)C[C@@H]1C	i
C[C@H]1CN([C@@H](C)CO)C(=O)CCCn2cc(nn2)CO[C@H]1CN(C)C(=O)Nc1ccc(N2CCCCC2)cc1	i
CCOC(=O)c1cc(NC(=O)CSc2nc3ccccc3s2)ccc1Cl	i
C[C@@H]1CN([C@H](C)CO)C(=O)CCCn2cc(nn2)CO[C@H]1CN(C)C(=O)Oc1ccccc1	i
C[C@H]1CN([C@@H](C)CO)C(=O)Cc2cc(NC(=O)C3CC3)ccc2O[C@@H]1CN(C)C(=O)Nc1cccc2ccccc12	i
Cc1noc(C)c1S(=O)(=O)Nc1cccc2c1O[C@@H](CN(C)Cc1ccc(C(=O)O)cc1)[C@@H](C)CN([C@H](C)CO)C2=O	i
C[C@H](CO)N1C[C@H](C)[C@@H](CN(C)Cc2ccc3c(c2)OCO3)Oc2c(NS(=O)(=O)c3cn(C)cn3)cccc2C1=O	i
C[C@@H]1CCCCO[C@@H](CN(C)S(=O)(=O)c2ccccc2)[C@H](C)CN([C@H](C)CO)C(=O)c2cc(NC(=O)CCCN(C)C)ccc2O1	i
Cc1ccc(C(=O)CSc2nnc(N)s2)c(C)c1	i

Given as comma-separated lines: three of the compounds above.
compound,NFkB SMM
C[C@H]1CN([C@@H](C)CO)C(=O)Cc2cc(NC(=O)C3CC3)ccc2O[C@@H]1CN(C)C(=O)Nc1cccc2ccccc12,i
Cc1noc(C)c1S(=O)(=O)Nc1cccc2c1O[C@@H](CN(C)Cc1ccc(C(=O)O)cc1)[C@@H](C)CN([C@H](C)CO)C2=O,i
C[C@H](CO)N1C[C@H](C)[C@@H](CN(C)Cc2ccc3c(c2)OCO3)Oc2c(NS(=O)(=O)c3cn(C)cn3)cccc2C1=O,i

Sorted by number of heavy atoms (ascending): five of the compounds above
SMILES	NFkB SMM
COc1ccc(S(=O)(=O)NCc2ccco2)cc1OC	i
CCOC(=O)c1cc(NC(=O)CSc2nc3ccccc3s2)ccc1Cl	i
C[C@H](CO)N1C[C@H](C)[C@H](CN(C)Cc2ccncc2)Oc2ncc(C#CCC3CCCC3)cc2C1=O	i
C[C@H](CO)N1C[C@H](C)[C@@H](CN(C)Cc2ccc3c(c2)OCO3)Oc2c(NS(=O)(=O)c3cn(C)cn3)cccc2C1=O	i
C[C@@H]1CCCCO[C@@H](CN(C)S(=O)(=O)c2ccccc2)[C@H](C)CN([C@H](C)CO)C(=O)c2cc(NC(=O)CCCN(C)C)ccc2O1	i

The results go on.
SMILES	NFkB SMM
CN1CC[C@]23c4ccccc4N[C@H]1[C@]21CCN(C)[C@H]3Nc2ccccc21	i
C[C@H]1CN([C@@H](C)CO)C(=O)c2cc(NC(=O)NC3CCCCC3)ccc2O[C@@H]1CN(C)S(=O)(=O)c1ccccc1	i
CCc1c(O)nc(SCC(=O)N(c2ccccc2)c2ccccc2)[nH]c1=O	i
Cc1ccc(NC(=O)Cn2cnc3sc(C(=O)Nc4ccccc4)c(C)c3c2=O)cc1	i
C[C@@H]1CN([C@H](C)CO)C(=O)c2cccc(NS(=O)(=O)c3cn(C)cn3)c2O[C@H]1CN(C)Cc1ccc(C(F)(F)F)cc1	i
Cc1ccc(NC(=O)c2oc3ccccc3c2NC(=O)Cc2coc3ccc(C)cc23)cc1	i
CC(=O)c1cccc(NC(=O)CSc2nc(-c3ccccc3)c(-c3ccccc3)o2)c1	i
Cc1noc(C)c1NC(=O)N(C)C[C@H]1OCCCC[C@@H](C)Oc2ccc(N(C)C)cc2C(=O)N([C@@H](C)CO)C[C@@H]1C	i
Cc1noc(C)c1S(=O)(=O)N(C)C[C@H]1Oc2ccc(NC(=O)c3ccncc3)cc2CC(=O)N([C@H](C)CO)C[C@H]1C	i
CCC(=O)Nc1ccc(Br)cc1-c1nnc(SC)[nH]c1=O	i
Cc1noc(C)c1NC(=O)N(C)C[C@@H]1Oc2c(NC(=O)c3cnccn3)cccc2C(=O)N([C@H](C)CO)C[C@@H]1C	i
O=C(CSc1ncccn1)Nc1cccc2ccccc12	i
CC(C)NC(=O)Nc1ccc2c(c1)C(=O)N([C@@H](C)CO)C[C@@H](C)[C@H](CN(C)C(=O)c1ccncc1)OCCCC[C@@H](C)O2	i
C=C(C)C1CCC2(C(=O)O)CCC3(C)C(CCC4C5(C)C(C=O)C(O)C(C)(C)C5CCC43C)C12 (configuration not stated)	i
CNC[C@@H]1OCCCC[C@@H](C)Oc2ccc(NS(=O)(=O)c3cn(C)cn3)cc2C(=O)N([C@@H](C)CO)C[C@@H]1C	i

2 neighbouring records out of the list so far:
SMILES	NFkB SMM
C=C(C)C1CCC2(C(=O)O)CCC3(C)C(CCC4C5(C)C(C=O)C(O)C(C)(C)C5CCC43C)C12 (configuration not stated)	i
CNC[C@@H]1OCCCC[C@@H](C)Oc2ccc(NS(=O)(=O)c3cn(C)cn3)cc2C(=O)N([C@@H](C)CO)C[C@@H]1C	i

The list goes on:
SMILES	NFkB SMM
COc1ccc(C(=O)NCC(=O)Nc2cc(OC)ccc2OC)cc1	i
C[C@@H]1CN([C@@H](C)CO)C(=O)c2cccc(NC(=O)Nc3ccccc3)c2O[C@H]1CN(C)S(=O)(=O)c1cccs1	i
Cc1noc(C)c1NC(=O)N(C)C[C@@H]1Oc2ccc(NC(=O)Nc3cccc4ccccc34)cc2C(=O)N([C@H](C)CO)C[C@@H]1C	i
COc1ccc(S(=O)(=O)N(C)C[C@H]2Oc3c(NC(=O)C4CCOCC4)cccc3C(=O)N([C@@H](C)CO)C[C@@H]2C)cc1	i
CC(C)(C)c1ccc(OCc2nnc(Sc3ccc([N+](=O)[O-])cn3)n2-c2ccccc2)cc1	i
CC(C)NC(=O)N(C)C[C@H]1OCCCC[C@H](C)Oc2ccc(NS(=O)(=O)c3ccccc3)cc2C(=O)N([C@@H](C)CO)C[C@@H]1C	i
C[C@H]1CN([C@@H](C)CO)C(=O)c2cccc(N(C)C)c2O[C@@H]1CN(C)C(=O)Nc1ccc2c(c1)OCO2	i
Cc1cc(C)n(CC(O)Cn2c3ccccc3c3ccccc32)c(=O)n1 (configuration not stated)	i
C[C@H]1CCCCO[C@@H](CN(C)C(=O)c2ccccc2)[C@@H](C)CN([C@@H](C)CO)C(=O)c2cc(NS(=O)(=O)c3cccs3)ccc2O1	i
C[C@H](CO)N1C[C@H](C)[C@H](CN(C)C(=O)Nc2ccccc2)Oc2ncc(/C=C/c3ccccc3)cc2C1=O	i
Cc1noc(C)c1NC(=O)N(C)C[C@H]1Oc2ccc(NC(=O)C3CC3)cc2C(=O)N([C@H](C)CO)C[C@@H]1C	i
CC(C)=CCCC1(C)C=Cc2c(c(C)cc3c2[nH]c2cc(O)ccc23)O1 (configuration not stated)	i
COc1cc(O)c(Cc2ccccc2O)c(O)c1C(=O)CCc1ccccc1	i
O=C(CNS(=O)(=O)c1ccccc1)Nc1cc(Cl)cc(Cl)c1	i
C[C@H](CO)N1C[C@H](C)[C@@H](CN(C)S(=O)(=O)c2ccccc2)Oc2ccc(N(C)C)cc2C1=O	i
COc1ccc(CN(C)C[C@H]2Oc3ccc(NC(=O)Nc4ccc5c(c4)OCO5)cc3CC(=O)N([C@@H](C)CO)C[C@@H]2C)cc1	i
Cc1ccc(OC(=O)N(C)C[C@H]2OCc3cn(nn3)CCCC(=O)N([C@H](C)CO)C[C@@H]2C)cc1	i
OC(CSc1ccccn1)CC(O)c1ccccc1 (configuration not stated)	i
C[C@@H]1CCCCO[C@@H](CN(C)Cc2ccccc2)[C@@H](C)CN([C@H](C)CO)C(=O)c2cc(NS(=O)(=O)c3ccccc3)ccc2O1	i
C[C@H]1CCCCO[C@H](CN(C)C(=O)c2ccncc2)[C@@H](C)CN([C@@H](C)CO)C(=O)c2cc(N(C)C)ccc2O1	i
COc1ccccc1-n1c(SCC(=O)c2ccc3c(c2)CCCC3)nc2ccccc2c1=O	i
CC(C)NC(=O)Nc1ccc2c(c1)C(=O)N([C@H](C)CO)C[C@@H](C)[C@@H](CN(C)C(=O)c1ccncc1)OCCCC[C@H](C)O2	i
O=C(CNS(=O)(=O)c1ccccc1)Nc1ccc2c(c1)OCCO2	i
C[C@@H]1CN([C@H](C)CO)C(=O)c2cccc(NC(=O)C3CCOCC3)c2O[C@H]1CN(C)Cc1ccc(Cl)c(Cl)c1	i
C[C@@H]1CN([C@H](C)CO)C(=O)c2cccc(NC(=O)Nc3cccc4ccccc34)c2O[C@@H]1CN(C)Cc1ccc2c(c1)OCO2	i
C[C@H]1CN([C@@H](C)CO)C(=O)c2cc(NC(=O)c3ccncc3)ccc2O[C@H]1CN(C)C(=O)NC1CCCCC1	i
Cc1cccc(-n2c3c(c(=O)[nH]c2=S)C(NC(=O)CN2CCCC2=O)(C(F)(F)F)C(=O)N3)c1 (configuration not stated)	i
C[C@@H]1CCCCO[C@H](CN(C)C)[C@@H](C)CN([C@@H](C)CO)C(=O)c2cc(NC(=O)c3ccncc3)ccc2O1	i
C[C@H](CO)N1C[C@H](C)[C@H](CN(C)S(=O)(=O)c2cccs2)Oc2c(NC(=O)c3ccc(-c4nccs4)cc3)cccc2C1=O	i
CN1C(=O)CC(c2ccccc2)C1=O (configuration not stated)	i
